LANA DNA inh – KSHV C-LANA DNA binding inhibition. MBP-C-LANA/FAM-LBS DNA binding, fluorescence polarization. inhibition, % at 9 µM. 340,000 compounds, 0.078% hits;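 active means highest replicate inhibition at or above 60% at 9 µM, even if other replicates fall short; inactive means all replicates below 60% inhibition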;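 further: 0% = neutral control wells and 100% = 4 µM acridine orange control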
Arrestin-AP2 inh – human beta-arrestin and AP2 interaction inhibition | 340,000 compounds, 0.31% hits | FITC-arrestin peptide / GST-AP2 beads, flow cytometry; AP2 beta2 appendage carries R879A mutation | AID 504490 | inhibition, % at 10 µM;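 active means inhibition above a set limit, near 3 SD of compounds lacking own fluorescence, cut at about 54% in these data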;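 further: plate controls were DMSO wells for no effect and 5 µM unlabelled arrestin peptide for full effect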
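Material – AP2 appendage R879A on GSH beads · Buffer or medium – PBS with 0.05% Tween 20 and 0.1% BSA · Probe or stimulus – fluorescein-tagged arrestin peptide at 50 nM final · Incubation – compound with beads 12 min RT, then probe 1 h RT · Detection – high-throughput flow cytometry of beads, ex 488, em 535 nm · Evaluation – percent response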
Wnt bcat act – activators of Wnt/beta-catenin signaling; Wnt/beta-catenin reporter cell assay, activator, plate reader; 300,000 compounds, 1.2% hits; activation, % at 9.35 µM; in the data active means activation above about 30%, passing the limit was not always enough;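 further: 0% = neutral control wells and 100% = positive control wells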
OPRM1-OPRD1 ag – agonists of human mu-delta opioid receptor heterodimerization; 340,000 compounds, 0.3% hits; P35372+P41143; cells, OPRM1-OPRD1 heterodimerization, luminescence; activation, % at 9.3 µM; AID 504326; in the data active means activation above about 18%;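 further: 0% = vehicle-treated cells and 100% = reference agonist; values of inactives mirror those of a sister screen read the other way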
RTF Ca sens inh – cardiac RTF calcium desensitization; P19429+P45379; IANBD-labeled cardiac RTF, Ca2+ fluorescence; inhibition, % at 7.15 µM; 340,000 compounds, 0.12% hits; AID 493244;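 active means inhibition above the mean inhibition of all tested compounds plus 3 SD, cut at about 17% in these data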;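 further: assay run at fixed EC70 calcium of 1.6 mM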
V-ATPase pH – alters yeast V-ATPase proton transport | S. cerevisiae, pHLuorin cytosolic pH fluorescence | response, % at 10 µM | AID 504577 | 350,000 compounds, 0.37% hits; in the data active means response mostly above about 7.3%, no sharp cut-off; inactive means mostly below about 5.4%; further: actives read high; inactives centre near 0; some compounds called inactive have numbers as strong as hits; reference of the scale not given here
Keap1-Nrf2 PPI – Keap1-Nrf2 (human) interaction inhibition | Q14145 | Keap1 Kelch-Nrf2 peptide fluorescence polarization, 1536-well | inhibition, % at 9.4 µM | 340,000 compounds, 0.15% hits; in the data active means inhibition above about 12%;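 further: human Keap1 Kelch domain with fluorescein labeled Nrf2 9mer peptide probe; 0% = neutral control wells and 100% = peptide positive control; higher means more block of Keap1 binding to Nrf2 peptide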
DSG3 Ab inh – inhibitors of pemphigus antibody binding to human desmoglein-3; P32926; DSG3-coupled beads, scFv-anti-DSG3-GFP binding, flow cytometry; active compounds read low; binding (percent of control), % at 10 µM; 310,000 compounds, 0.48% hits;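 active means binding more than 3 SD below its plate's average and above zero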;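 further: hits lower antibody fragment binding to DSG3; some compounds called inactive have numbers as strong as hits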
Target sequence (P32926 whole entry, looked up, the tested form may be a part): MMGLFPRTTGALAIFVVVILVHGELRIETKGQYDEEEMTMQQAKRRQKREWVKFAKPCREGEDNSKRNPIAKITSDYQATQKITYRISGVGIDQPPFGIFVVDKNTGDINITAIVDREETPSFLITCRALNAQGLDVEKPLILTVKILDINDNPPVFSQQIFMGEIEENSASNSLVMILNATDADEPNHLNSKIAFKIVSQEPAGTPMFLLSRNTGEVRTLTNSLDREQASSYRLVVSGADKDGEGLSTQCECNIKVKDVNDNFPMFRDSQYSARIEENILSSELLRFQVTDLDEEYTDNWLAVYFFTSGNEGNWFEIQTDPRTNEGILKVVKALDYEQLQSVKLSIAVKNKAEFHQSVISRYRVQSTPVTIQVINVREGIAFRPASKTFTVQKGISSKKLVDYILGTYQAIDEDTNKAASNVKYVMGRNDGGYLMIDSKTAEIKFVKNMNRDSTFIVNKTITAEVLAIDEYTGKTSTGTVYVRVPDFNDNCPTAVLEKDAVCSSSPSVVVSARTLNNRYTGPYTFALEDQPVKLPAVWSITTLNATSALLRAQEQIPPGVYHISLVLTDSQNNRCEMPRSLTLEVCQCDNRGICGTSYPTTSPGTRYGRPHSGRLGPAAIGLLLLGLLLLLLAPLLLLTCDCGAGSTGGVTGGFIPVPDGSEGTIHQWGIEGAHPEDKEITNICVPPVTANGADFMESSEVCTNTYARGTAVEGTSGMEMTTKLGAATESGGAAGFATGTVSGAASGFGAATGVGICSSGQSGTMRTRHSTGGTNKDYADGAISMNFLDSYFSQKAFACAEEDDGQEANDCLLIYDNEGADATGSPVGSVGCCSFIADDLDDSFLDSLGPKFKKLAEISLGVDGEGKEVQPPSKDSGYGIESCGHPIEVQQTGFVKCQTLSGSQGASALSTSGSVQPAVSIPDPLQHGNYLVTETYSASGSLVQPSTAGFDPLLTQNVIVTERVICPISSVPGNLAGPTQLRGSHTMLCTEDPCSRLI
RTF Ca sens act – cardiac RTF calcium sensitization; AID 493008; P19429+P45379; activation, % at 7.2 µM; 340,000 compounds, 0.24% hits; IANBD-labeled TnC RTF fluorescence at EC20 calcium; 0% EC20 calcium, 100% full calcium;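 active means activation above the mean over all tested compounds plus 3 SD, cut at about 30% in these data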;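 further: rise in fluorescence read as greater calcium sensitivity of cardiac thin filaments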
OPRM1-OPRD1 inv – inverse agonists of human mu-delta opioid receptor heterodimerization. P35372+P41143. cell-based MOR-DOR heterodimer luminescence, inverse agonism. inhibition, % at 9.3 µM. 340,000 compounds, 0.21% hits; in the data active means inhibition above about 22%, passing the limit was not always enough;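 further: 0% = cells with DMSO and 100% = wells without cells with DMSO; values of inactives mirror those of a sister screen read the other way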
The depositor's hits bear a star; · = no result given.

molecule,OPRM1-OPRD1 inv,LANA DNA inh,OPRM1-OPRD1 ag,RTF Ca sens act,DSG3 Ab inh,RTF Ca sens inh,Wnt bcat act,V-ATPase pH,Keap1-Nrf2 PPI,Arrestin-AP2 inh
CCn1c(SCC(=O)Nc2ccccc2)nnc1C1CCCCC1,5.0,0.0,-0.9,-1.0,99.1,0.8,·,1.1,-2.1,20.2
COc1ccc(CCNC(=O)c2nnn(CC(=O)Nc3ccccc3)c2N)cc1OC,12.6,-1.0,-2.4,3.3,92.8,-0.8,·,3.1,3.7,1.5
CC(C)Cc1nnc(NC(=O)CCNC(=O)c2ccco2)s1,3.6,-0.7,-0.4,-1.3,126.7,-9.2,-1.9,1.6,-4.6,2.1
N#CCCN(C(=O)Nc1ccc(Cl)cc1)c1ccccc1,17.2,-1.0,-4.1,-1.6,·,-11.0,-2.3,-1.7,-1.1,-1.3
COc1ccc(C(=O)NCCCn2ccnc2)cc1,10.1,0.5,-1.8,-3.3,101.2,-0.5,-1.1,-2.0,-0.5,-7.1
CC[C@@]12C(=O)N(c3cccc(Br)c3)C(=O)N1[C@H](c1ccc(OC)cc1)[C@@H]1C(=O)N(C(C)(C)C)C(=O)[C@@H]12,-9.2,1.5,1.6,9.5,96.3,-9.5,-1.1,2.4,-1.0,16.0
CCOc1ccc(NC(=S)N2C3CCCC2CC(NC(=O)C2CC2)C3)cc1 (stereo not drawn),9.2,-1.6,-1.7,-5.5,107.6,-2.5,-3.2,-5.2,-2.0,1.9
COC(=O)[C@@H]1C[C@@H](C(=O)O)[C@H](C)C1(C)C,6.9,-1.6,-1.3,15.4,99.9,5.2,4.8,0.9,4.4,-8.8
COCc1cc(C)nc(SCc2ccc(Br)cc2)c1C#N,-8.7,-0.8,1.7,1.7,114.3,-8.4,-3.6,-1.9,0.0,1.7
CCOC(=O)Cc1nnc(NC(=O)C(CC)Sc2nc(C)cc(C)n2)s1 (stereo not drawn),11.7,1.2,-2.3,3.1,106.1,0.2,0.0,5.8,-5.2,-1.0
Cc1ccc(S(=O)(=O)NCc2nc3ccccc3c(=O)n2N)cc1,0.6,0.3,-0.1,4.1,·,-4.9,·,0.9,-1.3,3.5
COc1cccc(C(=O)NCCS(=O)(=O)NCc2ccc(Cl)cc2)c1,2.8,0.3,-0.5,-2.3,99.6,0.0,1.3,-0.6,-3.9,0.4
CCn1c(CNc2cccc(Cl)c2)nnc1SCC(=O)OC1CCCCC1,12.0,-0.1,-2.6,2.7,128.4,-3.0,13.2,3.3,1.8,28.5
CC1CCN(S(=O)(=O)c2cccc(C(=O)Nc3nccs3)c2)CC1,-6.5,3.2,1.2,1.9,99.9,-6.6,-3.4,-1.2,0.8,-1.6
S=C(NCCc1ccccc1)NCc1cccs1,8.7,-0.7,-1.7,-2.8,93.1,-9.4,6.4,-2.5,1.2,-2.8
Cc1ccc2cc(C#N)c(N3CCCN(S(=O)(=O)c4ccccc4)CC3)nc2c1C,-0.4,-0.6,0.1,6.6,94.7,-9.6,-0.8,-0.9,3.1,15.7
CCn1c(SCC(=O)Nc2ccc(N3CCOCC3)cc2)nnc1-c1ccncc1,-0.9,0.4,0.1,-0.5,·,-5.1,6.4,4.0,-5.1,-6.0
O=c1[nH]nnc2cc(Cl)ccc12,15.6,4.3,-3.0,-0.4,124.0,1.7,-4.1,1.0,2.3,26.2
Cc1ccc(NC(=O)C2CCN(c3nc(C)cc(C)n3)CC2)cc1,6.9,-1.6,-1.4,3.1,103.5,3.0,0.3,8.6,-0.9,5.7
CC(=O)c1ccc(N2CCN(Cc3nc4ccccc4[nH]3)CC2)cc1,-8.3,3.2,1.0,-3.7,104.3,-2.1,-0.8,-1.0,-2.1,-4.4
COc1ccc(-c2nn(-c3ccccc3)cc2C(=O)NCC(c2cccs2)N2CCOCC2)cc1 (stereo not drawn),9.7,-0.9,-1.4,-10.9,93.8,-6.1,-1.8,2.6,-5.5,-0.2
CN(CC(=O)Nc1ccc(N2CCOCC2)cc1)C(=O)Cc1ccccc1,15.2,-0.6,-4.1,1.1,·,-7.7,7.7,-6.0,-4.3,0.0
O=C(CCn1c(=S)oc2ccccc21)Nc1ccccc1Br,0.1,-1.0,0.0,-5.0,102.2,-13.4,6.0,1.0,-1.2,-11.0
O=C(CCCN1C(=O)c2ccccc2C1=O)NCc1ccco1,11.0,2.1,-2.4,-0.7,·,-11.6,-0.5,-1.4,3.3,1.9
Cc1ccc(S(=O)(=O)N2CCOCC2)cc1C(=O)NCc1ccco1,7.5,1.5,-1.3,1.1,95.2,-7.6,-2.1,·,4.0,7.8
COc1ccc(C(=O)CSc2nnnn2Cc2ccccc2)cc1,8.4,-1.0,-1.5,-4.2,100.8,0.8,-6.6,3.0,1.5,19.2
NC(=O)[C@@H]1CCCCNc2c(I)cc([N+](=O)[O-])cc2C(=O)N[C@@H](CCC(=O)O)C(=O)N[C@@H](CO)C(=O)N1,9.2,12.5,-1.7,-0.6,109.0,1.8,-1.3,-0.2,7.0,5.1
CCOC(=O)C1C(=O)NC(N2CCCCC2)=NC1C(C)C (stereo not drawn),-22.8,0.0,3.8,-3.8,109.8,-1.1,·,0.5,-4.7,7.9
CCOC(=O)C1=NNC(=O)C1,13.9,0.1,-2.6,-5.1,90.3,-2.2,-6.9,-1.0,-1.0,1.4
COc1cc(/C=C/C(=O)Nc2cc(C(F)(F)F)ccc2Cl)cc(OC)c1OC,-17.7,0.4,3.0,-11.8,107.1,-13.9,·,2.5,3.4,-1.5
CC(O)CC(=O)NOCc1ccccc1 (stereo not drawn),16.9,-0.2,-3.4,-4.8,108.3,0.7,-0.8,-0.8,-2.5,-15.8
COc1ccc(/C=C2\SC(=S)N(CCC(=O)N3CCOCC3)C2=O)cc1,16.7,0.9,-2.9,5.1,·,-3.6,0.9,-1.7,-5.1,-3.0
Cc1ccc(/C(O)=C2\C(=O)C(=O)N(c3cc(C)on3)C2c2cccc(Cl)c2)cc1 (stereo not drawn),9.6,2.0,-1.8,-9.1,105.8,-7.7,-0.7,0.2,-1.1,-3.5
CC(=O)c1csc(-c2cccc(-c3nc4ccc(Cl)cn4c3NC3CCCCC3)c2)c1,18.4,0.1,-4.0,-3.4,103.0,-1.2,-0.5,-6.0,-3.6,14.2
COc1cccc(N(C(=O)Cc2cccs2)C(C(=O)NC2CCCC2)c2ccncc2)c1 (stereo not drawn),12.7,-0.2,-2.0,-0.6,94.2,-12.9,6.7,0.2,-5.6,-0.5
Cc1cc(=O)[nH]c(SCC(=O)c2c(N)n(C)c(=O)n(C)c2=O)n1,10.4,0.4,-2.3,-2.0,112.7,-6.2,-2.0,-4.7,-5.3,28.6
Nc1nonc1-n1nnc(C(=O)N/N=C/c2ccoc2)c1CSc1ccc(Cl)cc1,-12.9,0.6,2.6,-5.0,127.5,3.6,5.8,2.2,-6.7,-21.6
Cc1ccc(-c2ccc(/C=N/NC(=O)Cc3nnc(N)s3)o2)cc1Cl,4.2,-1.2,-0.8,-4.8,92.9,3.7,-2.4,-4.4,-3.2,3.0
CCN1CCN(CCOc2cccc(Cl)c2Cl)CC1,-1.3,-1.7,0.2,4.5,97.1,-5.0,-1.9,-1.8,1.2,14.5
O=C(CC1C(=O)CCCC1=O)c1ccccc1,10.3,0.3,-2.0,-4.3,101.6,1.9,3.1,-0.3,1.5,-11.4
O=C(COC(=O)CCCC1=NS(=O)(=O)c2ccccc2N1)Nc1ccc(Br)cc1,15.8,-0.1,-3.1,-9.2,105.5,6.9,-0.3,-1.0,2.6,-9.9
C/C=C1\COC(C(=O)NCc2ccncc2)(C(F)(F)F)C=C1C=C1CCCCC1 (stereo not drawn),5.0,-0.9,-0.9,-2.7,102.8,-0.8,2.8,-1.7,-4.8,20.4
CCOC(=O)CSC1=C(C#N)C(c2ccco2)C(C(=O)OCc2ccccc2)=C(C)N1 (stereo not drawn),-27.8,-0.6,5.2,1.7,98.6,-7.5,0.3,4.2,-4.3,-3.3
Oc1ccc(C[C@@H]2CNCCN2CC2(c3ccccc3)CC2)cc1,5.5,-2.1,-1.0,-2.5,104.5,0.7,-0.4,-2.5,-2.4,-13.8
O=C1C=C(N2CCN(C3=CC(=O)CCC3)CC2)CCC1,3.5,-1.5,-0.7,-5.1,110.6,-12.8,4.0,-3.6,-3.3,-2.8
COc1ccc(OCCC(=O)OCC(=O)Nc2cccc(S(=O)(=O)N3CCCCC3)c2)cc1,14.4,1.6,-2.8,4.9,121.3,-3.5,-3.6,-4.3,-4.1,-5.1
CSc1ccccc1-c1nnc(-c2ccc(Cl)cc2Cl)o1,-2.7,0.4,0.5,0.5,98.6,-4.9,·,-0.5,-1.1,-0.1
O=C(N/N=C1/CCSC1)c1cc(Br)ccc1O,0.7,-0.3,-0.1,1.7,98.3,-7.9,-2.0,-1.4,-5.6,11.1
CCOc1ccc(S(=O)(=O)NC(C)C(=O)NCc2ccncc2)cc1 (stereo not drawn),-2.0,1.1,0.3,1.6,·,4.3,14.1,-5.4,-1.8,19.2
COc1ccc(C2(C)NC(=O)N(CC(=O)NCc3ccccc3F)C2=O)cc1 (stereo not drawn),-18.9,-0.5,2.3,-9.6,113.2,-11.3,2.6,4.6,-1.1,15.5
Cc1cccc(C)c1NC(=O)CSc1nnc([C@@H]2CCCN2C(=O)OC(C)(C)C)o1,18.1,0.6,-3.6,-1.7,·,-4.0,·,5.0,-4.1,-1.1
O=C(COC(=O)/C(=C/c1cccs1)c1cccs1)NC(c1ccccc1)c1ccccc1,7.3,0.7,-1.4,7.2,101.0,-5.3,·,-3.2,-3.0,-0.1
O=C(CCSc1ccc(Cl)cc1)NCc1ccccn1,9.6,-0.1,-1.8,-4.0,103.3,9.0,1.4,-1.8,1.7,-20.6
COc1ccc(OC)c(C(Nc2ccccc2)P(=O)(OC(C)C)OC(C)C)c1 (stereo not drawn),·,·,·,·,105.4,·,2.2,6.6,·,-7.2

Reformatted: entries from further up.
Second line of a record: OPRM1-OPRD1 inv | LANA DNA inh | OPRM1-OPRD1 ag | RTF Ca sens act | DSG3 Ab inh | RTF Ca sens inh | Wnt bcat act | V-ATPase pH | Keap1-Nrf2 PPI | Arrestin-AP2 inh
- Cc1ccc2cc(C#N)c(N3CCCN(S(=O)(=O)c4ccccc4)CC3)nc2c1C
 : -0.4 | -0.6 | 0.1 | 6.6 | 94.7 | -9.6 | -0.8 | -0.9 | 3.1 | 15.7
- CCn1c(SCC(=O)Nc2ccc(N3CCOCC3)cc2)nnc1-c1ccncc1
 : -0.9 | 0.4 | 0.1 | -0.5 | · | -5.1 | 6.4 | 4.0 | -5.1 | -6.0
- O=c1[nH]nnc2cc(Cl)ccc12
 : 15.6 | 4.3 | -3.0 | -0.4 | 124.0 | 1.7 | -4.1 | 1.0 | 2.3 | 26.2

Screens deposited in PubChem BioAssay by several laboratories.
